12-LOX inh: Primary qHTS assay for inhibitors of human arachidonate 12S-lipoxygenase (ALOX12): Round 2; actives 1.1% (n = 580,000); Polyunsaturated fatty acid lipoxygenase ALOX12 (Homo sapiens), P18054; Potency, µM (top dose mostly 108 µM), for inactives: at the highest dose activity change, negative = inhibition, most hits filed as inhibitors; AID 1671190, 2021; purified 12hLO, xylenol orange hydroperoxide absorbance; note: % is set by controls: 0 for no effect and ±100 for the full control effect
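Hydroperoxide product was detected by ferrous iron/xylenol orange as the 573 to 405 nm absorbance ratio. Arachidonic acid at 40 uM (final) was turned over for 30 min at room temperature by 150 nM human 12hLO, pH 7.0 Hepes buffer, after 15 min compound preincubation.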
mIDH1 inhibitor: qHTS for Inhibitors of mutant isocitrate dehydrogenase 1 (IDH1): qHTS | Isocitrate dehydrogenase [NADP] cytoplasmic (Homo sapiens), O75874 | IDH1-R132H enzyme, NADPH consumption, diaphorase/resazurin fluorescence | Potency, µM (top dose mostly 76.6 µM), without a hit: at the top dose activity change, negative = inhibition, hits mostly inhibitors | actives 0.093% (n = 390,000) | AID 602179, 2012; note: % is set by controls: 0 for no effect and ±100 for the full control effect; nearly all actives have a fitted effect of over 65% in size
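IDH1-R132H (0.5 ug/mL) preincubated 30 min with compound, then NADPH (0.016 mM) and alpha-KG (2 mM) added; 80 min at RT, pH 7.5. Remaining NADPH coupled via diaphorase/resazurin to fluorescence (540/590 nm); concentration-response curves normalized to no-enzyme control.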
RGS4 inh: Inhibitors of Regulator of G Protein Signaling (RGS) 4: qHTS; Transcreener GDP fluorescence polarization, RGS4-accelerated GTP hydrolysis; Potency, µM (series often up to 114 µM), for inactives: at the highest dose activity change, negative = inhibition, most hits filed as inhibitors; Regulator of G-protein signaling 4 (Homo sapiens), P49798; actives 0.039% (n = 390,000); note: % is set by controls: 0 for no effect and ±100 for the full control effect; nearly all actives have a fitted effect of over 75% in size; some results filed as inactive show a strong effect at the top dose
Target sequence (P49798 whole entry, looked up): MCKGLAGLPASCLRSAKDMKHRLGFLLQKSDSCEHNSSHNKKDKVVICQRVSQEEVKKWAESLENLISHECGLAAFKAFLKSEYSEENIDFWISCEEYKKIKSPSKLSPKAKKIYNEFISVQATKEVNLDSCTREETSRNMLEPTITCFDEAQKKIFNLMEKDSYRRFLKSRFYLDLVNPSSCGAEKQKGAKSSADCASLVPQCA
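MLSMR compounds (23 nl, pin-transferred) preincubated 10 min at room temperature with a 500nM (2x) first reagent, then RGS4 at 900nM (2x) plus Transcreener GDP mix added; fluorescence polarization (620/688 nm) read before and after 90 min at 30 °C.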
RXFP1 agonist: qHTS Assay for Agonists of the Relaxin Receptor RXFP1; Relaxin receptor 1 (Homo sapiens), Q9HBX9; actives 0.3% (n = 370,000); Potency, µM (top dose mostly 57.5 µM), for the others: top-dose activation, most hits filed as activators; HEK293T-RXFP1 cAMP TR-FRET, 30 min; response scale: percent of porcine relaxin response, buffer zero; AID 2676, 2010; note: % is set by controls: 0 for no effect and ±100 for the full control effect; nearly all actives have a fitted effect of over 60% in size; many of its hits are not listed in these tables
Target sequence (Q9HBX9 whole entry, looked up): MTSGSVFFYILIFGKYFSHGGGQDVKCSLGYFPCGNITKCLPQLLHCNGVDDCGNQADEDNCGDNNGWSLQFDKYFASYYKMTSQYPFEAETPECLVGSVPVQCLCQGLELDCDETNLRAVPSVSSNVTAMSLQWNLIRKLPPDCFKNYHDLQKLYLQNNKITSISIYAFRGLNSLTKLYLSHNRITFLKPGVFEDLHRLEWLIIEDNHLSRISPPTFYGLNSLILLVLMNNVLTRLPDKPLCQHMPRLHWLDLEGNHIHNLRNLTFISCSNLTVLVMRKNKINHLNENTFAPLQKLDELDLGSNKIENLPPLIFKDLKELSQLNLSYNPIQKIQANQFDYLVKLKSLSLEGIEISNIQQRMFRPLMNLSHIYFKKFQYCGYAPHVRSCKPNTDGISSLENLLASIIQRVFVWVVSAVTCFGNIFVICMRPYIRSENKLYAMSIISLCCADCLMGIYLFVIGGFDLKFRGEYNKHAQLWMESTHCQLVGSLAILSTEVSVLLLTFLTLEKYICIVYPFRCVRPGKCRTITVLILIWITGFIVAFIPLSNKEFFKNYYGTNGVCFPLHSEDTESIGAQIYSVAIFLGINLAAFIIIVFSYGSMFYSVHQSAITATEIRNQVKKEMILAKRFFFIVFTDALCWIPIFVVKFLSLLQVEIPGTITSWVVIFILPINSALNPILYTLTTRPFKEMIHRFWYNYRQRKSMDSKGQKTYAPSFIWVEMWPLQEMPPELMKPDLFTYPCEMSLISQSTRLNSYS
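HEK293T cells stably expressing RXFP1 were pretreated with the PDE4 inhibitor Ro 20174, exposed to compounds for 30 min at 37C, lysed, and cAMP was read by TR-FRET. Data normalized to buffer (basal) and 29 nM porcine relaxin (100%).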
USP1-UAF1 inh: Inhibitors of USP1/UAF1: Primary Screen | actives 0.23% (n = 390,000) | AID 743255, 2014 | Ubiquitin carboxyl-terminal hydrolase 1 (Homo sapiens), O94782 | Potency, µM (series often up to 57.1 µM), for inactives: top-dose activity change, negative = inhibition, most hits filed as inhibitors | recombinant USP1/UAF1, Ub-Rhodamine cleavage fluorescence; note: % is set by controls: 0 for no effect and ±100 for the full control effect; nearly all actives have a fitted effect of over 60% in size; inactives centre near -12
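1 nM enzyme complex + cpd, 15 min RT; start with Ub-Rho 150nM final; kinetic fluorescence ex 480/em 540, 6 reads q60 s. Buffer 50mM HEPES pH 7.8, 0.5mM EDTA, 0.1 mg/ml BSA, 1mM TCEP, 0.01% Tween-20.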
Vif-APOBEC3G blk: qHTS for Inhibitors of Vif-A3G Interactions: qHTS | DNA dC->dU-editing enzyme APOBEC-3G (Homo sapiens), Q9HC16 | HeLa A3G-eYFP + Vif (tagged APOBEC3G with the HIV-1 protein that degrades it), YFP fluorescence, overnight | Potency, µM (doses to about 46.1 µM), inactives show at the top dose activity, negative = active, most hits filed as inhibitors | actives 0.076% (n = 410,000);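 note: % is set by controls: 0 for no effect and ±100 for the full control effect; nearly all actives have a fitted effect of over 60% in size; hits raise eYFP signal because A3G escapes Vif-driven loss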
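HeLa cells stably expressing Vif and C-terminally eYFP-tagged A3G, seeded overnight at 37 deg C, then exposed to compound by pintool overnight at 37 deg C. Rise in yellow fluorescence (Ex 488/Em 500-530, Acumen) marks blocked Vif-driven A3G degradation.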
Vif-APOBEC3F blk: qHTS for Inhibitors of Vif-A3F Interactions: qHTS; HeLa A3F-eYFP + Vif (tagged APOBEC3F with the HIV-1 protein that degrades it), YFP fluorescence increase; Potency, µM (doses to about 46.1 µM), for the others: at the highest dose activity, negative = active; actives 0.2% (n = 390,000); note: % of control where 0% means no effect; nearly all actives have a fitted effect of over 65% in size
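Fluorescence increase (Ex 488/Em 500-530) after overnight compound treatment at 37 deg C flags inhibition of Vif-driven A3F-eYFP loss in stable HeLa A3F-eYFP/Vif cells seeded overnight beforehand.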
TrxR1 substrate: qHTS Assay for Substrates of Mammalian Selenoprotein Thioredoxin Reductase 1 (TrxR1): qHTS | Thioredoxin reductase 1, cytoplasmic (Rattus norvegicus), O89049 | purified TrxR1 substrate turnover, NADPH consumption readout | Potency, µM (top dose mostly 114 µM), for inactives: at the highest dose activity change, negative = substrate turnover | actives 0.01% (n = 390,000) | AID 588456, 2011; note: % is set by controls: 0 for no effect and ±100 for the full control effect; nearly all actives have a fitted effect of over 50% in size
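Rat TrxR1, dispensed at 90 nM, was prereduced with 400 uM NADPH (final) for 5 min at ~22 deg C, then incubated with compound 15 min before 400 uM selenite. A first-read NADPH fluorescence drop versus no-compound background flagged substrates.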
rTrxR1 inhibitor: qHTS Assay for Inhibitors of Mammalian Selenoprotein Thioredoxin Reductase 1 (TrxR1): qHTS. recombinant rTrxR1, NADPH fluorescence consumption, selenite substrate. actives 1% (n = 390,000). Potency, µM (doses to about 114 µM), for the others: at the highest dose activity change, negative = inhibition, most hits filed as inhibitors. Thioredoxin reductase 1, cytoplasmic (Rattus norvegicus), O89049; note: % is set by controls: 0 for no effect and ±100 for the full control effect; nearly all actives have a fitted effect of over 65% in size
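Rat TrxR1 (90 nM in the dispensed reagent) was pre-reduced with 400 uM NADPH for 5 min at room temperature, then incubated with compound for 15 min. After 400 uM selenite was added, NADPH fluorescence (Ex 340/Em 450 nm) was followed for 8 min.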
An asterisk follows results filed as active; ? = inconclusive; . = no result given; & = joins results of further samples; [ ] = dose if it differs, or a comment. Calls come from the whole dose curve; as a rule, active = well fitted curve in the direction sought with a large enough effect; inconclusive = small, poorly fitted or top-dose-only effect, or another doubt; inactive = no such curve, though single readings can be large; an effect the other way counts as inactive or inconclusive. Potency is the fitted concentration of half-maximal effect.

| molecule | USP1-UAF1 inh | Vif-APOBEC3F blk | TrxR1 substrate | RGS4 inh | mIDH1 inhibitor | RXFP1 agonist | Vif-APOBEC3G blk | 12-LOX inh | rTrxR1 inhibitor |
| --- | --- | --- | --- | --- | --- | --- | --- | --- | --- |
| Cc1cc(N2CCN(C(=O)c3ccco3)CC2)n2ncnc2n1 | -12.6% | -1.5% | -4.3% | 3.5% | 5.5% | 3.6% | -1.0% | 0.0% | -16.9% |
| CC/C(=N\NC(=O)C1CCCC1)c1ccc(Br)cc1 | -19.0% | 2.9% | -3.3% | 7.8% | 3.0% | -0.3% | -3.2% | 143.4%[activator] | -4.3% |
| O=C(Cc1ccc(-c2ccccc2)cc1)N1CCOCC1 | -3.8% | -5.4% | -6.0%[57.1 µM] | -1.3% | 13.6% | -1.0% | 0.7% | 34.7%[activator] | 5.9%[57.1 µM] |
| CCOc1ccc(N(CC(=O)Nc2cc(OC)cc(OC)c2)S(=O)(=O)c2c(C)[nH]c(=O)[nH]c2=O)cc1 | -14.3%&-17.3% | 1.7%&0.7% | -1.2%&5.2% | -4.4%&-9.0% | 0.0%&-5.1% | -2.0%&1.8% | -1.0%&0.3% | ? | 16.2%&23.5% |
| COc1cccc(CNS(=O)(=O)c2c(C)nc3sccn3c2=O)c1 | -11.3% | -3.9% | -2.6% | 13.5% | 6.7% | 0.2% | 0.5% | 32.2% | 10.9%[57.1 µM] |
| O=C(CC1C(=O)NCCN1Cc1ccc(F)cc1Cl)NCc1ccon1 (configuration not stated) | -25.3% | -3.3% | -3.3% | -7.4% | -3.5% | 0.1% | -0.6% | 3.9% | ? |
| CCc1nn(CC(=O)Nc2ccc(NC(C)=O)cc2)c(=O)c2cc3sccc3n12 | -7.0% | 0.7% | 0.6% | -6.9% | -11.0% | 9.3% | 0.3% | -5.6% | 8.5% |
| O=C(O)C1CCCCN1S(=O)(=O)c1ccc(Cl)s1 (configuration not stated) | -21.1% | -0.2% | -2.6% | -1.4% | -6.7% | 1.5% | 0.1% | 14.0% | 15.3% |
| CC1=CC(C)(C)NC(=S)N1c1ccccc1C | ? | ? | -7.2% | 12.5%&28.4% | 0.0%&11.7% | 0.2% | 1.5%&-0.1% | -25.6%&-27.8% | -14.8% |
| COc1ccc(S(=O)(=O)Oc2ccc3cccc(N)c3c2)cc1 | ? | -2.6% | -5.0% | -43.0% | 2.2% | . | ? | ? | -3.0% |
| O=C(NN1C(=O)C2C(C1=O)C1C=CC2C12CC2)c1ccccc1Cl (configuration not stated) | -9.4% | -9.7% | -1.2% | 12.7% | -0.6% | -0.3% | 4.2% | -4.6% | 4.1% |
| CCSc1nnc2c(n1)OC(c1ccc(OCC(=O)O)cc1)Nc1ccccc1-2 (configuration not stated) | -3.3% | 2.0% | 5.4%[57.1 µM] | -5.2% | 0.0% | 11.4% | ? | -24.0% | 2.1%[57.1 µM] |
| COc1ccc2cc3cc(C(=O)Nc4ccc5c(c4)OCCO5)oc3nc2c1 | -13.7% | -3.0% | 3.5% | -50.8% | 2.0% | 2.2% | -4.0% | -26.3% | 0.7% |
| Cc1ccc(C)c(S(=O)(=O)N(C)c2ccc(OC(=O)CN3C(=O)NC4(CCCC4)C3=O)cc2)c1 | -21.7% | -5.3% | -1.8% | -5.3% | 2.7% | . | 0.6% | 25.3% | 8.9% |
| O=C(NNS(=O)(=O)c1ccccc1)C1CCN(S(=O)(=O)c2ccccc2)CC1 | -16.9% | 5.6% | 9.2%[57.1 µM] | 17.3% | 0.8% | 3.3% | -6.5% | ? | 8.6%[57.1 µM] |
| COc1ccc(C(=O)Nc2c(C(C)(C)C)nn(C)c2C(C)(C)C)cc1 | -2.6% | 17.2% | -4.5%[57.1 µM] | -27.5% | 5.0% | 0.1% | 0.7% | 13.0% | -7.8%[57.1 µM] |
| CCc1ccc(NC(=O)CC2C(=O)N(c3cccc(C)c3)C(=O)N2CCC(C)C)cc1 (configuration not stated) | -6.2% | 0.8% | -11.1% | 11.8% | -5.2% | 2.8% | 5.5% | -22.4% | 8.3% |
| COc1cccc(C(=O)c2ccncc2C(=O)O)c1OC | -21.9% | 0.7% | . | . | 0.5% | . | -1.4% | 0.2% | . |
| CCc1nnc(NC(=O)[C@@H]2CCCN2C(=O)c2cccs2)s1 | . | . | 2.9% | 7.8% | . | . | 0.3% | . | 3.8% |
| O=S(=O)(Nc1ccc(-c2cn3cccnc3n2)cc1)c1ccccc1 | -6.4% | 4.3% | 201.8% | -15.2% | 2.4% | 7.2% | -4.7% | 0.5% | 32.6%[57.1 µM] |
| CC1=C(C(=O)Nc2cccnc2)C(c2ccccc2)n2nc(SCc3ccccc3F)nc2N1 (configuration not stated) | -4.6% | -6.9% | 15.0%[2.29 µM] | 7.2% | 11.1% | 1.9% | 2.2% | -10.6% | 15.4% |
| NS(=O)(=O)c1ccc(-n2ncc3c(=O)[nH]c(SCC(=O)Nc4nccs4)nc32)cc1 | -15.1% | ? | 7.7%[57.1 µM] | 9.8% | -11.2% | 3.2% | -1.2% | ? | 13.8%[57.1 µM] |
| COc1ccc([C@H]2CC(=O)C=C(c3cc(Cl)ccc3OC)C2)cc1 | ? | -19.2% | 8.2% | 5.5% | -0.2% | 1.3% | -25.2% | -0.7% | 41.7%[activator] |
| CN(Cc1cccc(F)c1)C(=O)CNS(=O)(=O)c1ccc2ccccc2c1 | -22.7% | -12.7% | -2.6% | -0.3% | 6.3% | 5.9% | -0.6% | -19.5% | -1.0% |
| CC(C)CCn1c(=O)c2sccc2n2c(CCCC(=O)N3CCN(c4ccccn4)CC3)nnc12 | -16.5% | 0.7% | 4.2%[57.1 µM] | -22.2%[56.9 µM] | -8.7% | 7.0% | -6.8% | 3.6% | 17.1%[57.1 µM] |
| O=[N+]([O-])c1ccc(Nc2ccccn2)c([N+](=O)[O-])c1 | 2.5% | 12.5% | 1.9% | 20.3% | -4.7% | 1.8% | 9.3% | 14.2% | 20.1% |

Three structures out of the list, sorted by count of non-hydrogen atoms, low to high:
| molecule | USP1-UAF1 inh | Vif-APOBEC3F blk | TrxR1 substrate | RGS4 inh | mIDH1 inhibitor | RXFP1 agonist | Vif-APOBEC3G blk | 12-LOX inh | rTrxR1 inhibitor |
| --- | --- | --- | --- | --- | --- | --- | --- | --- | --- |
| O=[N+]([O-])c1ccc(Nc2ccccn2)c([N+](=O)[O-])c1 | 2.5% | 12.5% | 1.9% | 20.3% | -4.7% | 1.8% | 9.3% | 14.2% | 20.1% |
| CN(Cc1cccc(F)c1)C(=O)CNS(=O)(=O)c1ccc2ccccc2c1 | -22.7% | -12.7% | -2.6% | -0.3% | 6.3% | 5.9% | -0.6% | -19.5% | -1.0% |
| NS(=O)(=O)c1ccc(-n2ncc3c(=O)[nH]c(SCC(=O)Nc4nccs4)nc32)cc1 | -15.1% | ? | 7.7%[57.1 µM] | 9.8% | -11.2% | 3.2% | -1.2% | ? | 13.8%[57.1 µM] |

Screening results from PubChem.

A portion of the library, so the mix of outcomes need not match the whole.
